DRD3 agonist – qHTS of D3 Dopamine Receptor Agonist: qHTS; D(3) dopamine receptor (Homo sapiens), P35462; D3R DiscoveRx beta-arrestin cells, luminescence, 90 min; max activation, %; actives 0.58% (n = 410,000); in the data active = max activation above about 30%; note: 0% is about no effect; mostly tested at two doses, the higher about 12 µM
Target sequence (P35462 whole entry, looked up): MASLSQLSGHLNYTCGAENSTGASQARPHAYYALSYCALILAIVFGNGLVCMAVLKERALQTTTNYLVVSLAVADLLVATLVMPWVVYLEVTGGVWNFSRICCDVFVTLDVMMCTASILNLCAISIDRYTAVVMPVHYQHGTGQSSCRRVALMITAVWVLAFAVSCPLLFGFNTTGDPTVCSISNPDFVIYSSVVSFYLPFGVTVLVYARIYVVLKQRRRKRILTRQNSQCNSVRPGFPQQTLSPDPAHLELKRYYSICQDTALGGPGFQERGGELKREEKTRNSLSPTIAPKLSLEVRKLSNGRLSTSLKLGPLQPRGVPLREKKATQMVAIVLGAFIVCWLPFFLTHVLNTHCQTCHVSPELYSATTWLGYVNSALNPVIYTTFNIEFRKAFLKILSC
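Agonist mode: compounds and dopamine controls were applied to plated cells for 90 min at 37 degrees C after an overnight attachment at 1500 cells/well. Luminescent read-out followed 30 - 60 minutes at room temperature with DiscoveRx detection reagent.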
GLP1R inv ag – qHTS of GLP-1 Receptor Inverse Agonists (Inhibition Mode) | HEK293 GLP-1R CRE-luciferase, luminescence, 24 h; GLP-1R form is constitutively active | Potency, µM (series often up to 38.3 µM), for inactives: top-dose activity change, negative = inhibition, most hits filed as inhibitors | Glucagon-like peptide 1 receptor (Homo sapiens), P43220 | actives 1.6% (n = 410,000); note: potency is the fitted concentration of half-maximal effect; % is set by controls: 0 for no effect and ±100 for the full control effect; nearly all actives have a fitted effect of over 55% in size
Target sequence (P43220 whole entry, looked up): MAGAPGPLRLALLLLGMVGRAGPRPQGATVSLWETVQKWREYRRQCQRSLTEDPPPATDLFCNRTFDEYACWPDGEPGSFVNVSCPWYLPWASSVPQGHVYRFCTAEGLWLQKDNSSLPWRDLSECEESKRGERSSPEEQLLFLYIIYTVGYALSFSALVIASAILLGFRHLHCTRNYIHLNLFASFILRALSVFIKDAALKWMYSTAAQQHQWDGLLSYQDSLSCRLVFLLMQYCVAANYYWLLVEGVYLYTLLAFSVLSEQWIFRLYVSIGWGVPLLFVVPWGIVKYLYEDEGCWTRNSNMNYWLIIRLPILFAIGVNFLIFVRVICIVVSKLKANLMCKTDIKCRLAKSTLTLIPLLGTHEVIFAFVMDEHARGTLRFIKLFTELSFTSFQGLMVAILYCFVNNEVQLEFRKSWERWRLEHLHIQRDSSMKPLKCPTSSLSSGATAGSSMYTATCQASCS
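qHTS in 1536-well format: reporter HEK293 cells expressing constitutive GLP-1R activity in DMEM + 10% Nu serum, 24 hr with compounds at 37 deg C, luminescence read after 12 min with detection reagent.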
IL2 activator – qHTS of IL-2 Activators; IL-2 activation reporter assay, cell-based qHTS; stimulated with anti-CD3/CD4/CD28 beads; in transgenic mouse T cells; activation, % (series mostly up to about 46 µM); actives 0.065% (n = 360,000); AID 652025, 2013; in the data active = activation above about 50%; inconclusive = mostly about 30% to 49%; note: 0% is about no effect
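Using fluorescent plate cytometry, EGFP and DsRed are detected in transgenic mouse T cells stimulated 18 h at 37 degrees C with antibody-coated beads after 60 min compound pretreatment.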
PLK1 PBD inh – qHTS for Inhibitors of PLK1-PDB (polo-like kinase 1 - polo-box domain): Primary Screen | actives 2.8% (n = 360,000) | Potency, µM, for inactives: max response, negative = inhibition, actives largely listed as inhibitors | Plk1 PBD binding of FITC phosphopeptide, fluorescence polarization | Serine/threonine-protein kinase PLK1 (Homo sapiens), P53350; note: potency is the fitted concentration of half-maximal effect; series mostly up to about 57 µM; % is set by controls: 0 for no effect and ±100 for the full control effect; nearly all actives have a fitted effect of over 65% in size
PI5P4Ka inh – qHTS for Inhibitors of phosphatidylinositol 5-phosphate 4-kinase (PI5P4K) | actives 1.2% (n = 330,000) | max response, % | PI5P4Kalpha enzyme, ADP-Glo luminescence, 60 min; stronger effect = lower value | AID 652105, 2013 | Phosphatidylinositol 5-phosphate 4-kinase type-2 alpha (Homo sapiens), P48426; active = max response of -50% or lower; inconclusive = between -30% and -50%; inactive = -30% or higher; note: value at the top dose of about 77 µM; % is set by controls: 0 for no effect and ±100 for the full control effect
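Enzyme plus substrate dispensed, test compounds pinned in, then ATP (5 microM final) added. After 60 min at RT, ADP-Glo reagent 1 for 45 min and reagent 2 for 30 min preceded luminescence imaging.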
GLP1R ag – qHTS of GLP-1 Receptor Agonists. Glucagon-like peptide 1 receptor (Homo sapiens), P43220. Potency, µM (series often up to 45.6 µM), for inactives: top-dose activation, usual class: activators. actives 0.007% (n = 380,000). HEK293 GLP-1R CRE-luciferase, luminescence, 4-6 h; cells express a hypersensitive GLP-1R form. AID 624172, 2012; note: potency is the fitted concentration of half-maximal effect; % of control where 0% means no effect
GLP1R cytotox – qHTS of GLP-1 Receptor Inverse Agonists: Cytotox Screen; HEK293 cAMP-luciferase reporter cells, luminescence, 24 h; Potency, µM (top dose mostly 38.3 µM), for the others: at the highest dose activity change, negative = inhibition, usual class: inhibitors; actives 0.13% (n = 410,000); AID 624418, 2012;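 note: loss of luciferase light is scored as toxicity; potency is the fitted concentration of half-maximal effect; % is set by controls: 0 for no effect and ±100 for the full control effect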
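Luminescence readout: signal drop marks cytotoxicity. Plated cells grew 12 h at 37 °C, 5% CO2, received 23 nL compound for 24 h, then got luciferase reagent, read after 12 min at RT.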
WRN inhibitor – qHTS for Inhibitors of WRN Helicase | WRN helicase unwinding, fluorescent forked duplex, kinetic | Potency, µM (highest dose often 114 µM), without a hit: at the highest dose activity change, negative = inhibition, most hits filed as inhibitors | actives 0.46% (n = 360,000); note: potency is the fitted concentration of half-maximal effect; % is set by controls: 0 for no effect and ±100 for the full control effect; nearly all actives have a fitted effect of over 55% in size
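Kinetic fluorescence helicase assay: unwinding of a quenched forked DNA duplex (100 nM final) with 2 mM ATP final raises red fluorescence (525/598 nm). Compounds sat 15 min at room temperature with 20 nM WRN beforehand.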
D3 antag – qHTS of D3 Dopamine Receptor Antagonist: qHTS | D3R cells, DiscoveRx beta-arrestin luminescence, antagonist mode; stronger effect = lower value | D(3) dopamine receptor (Homo sapiens), P35462 | max response, negative = inhibition, % | actives 2.5% (n = 360,000); in the data active = max response below about -50%; inconclusive = no clear call, values can overlap the other calls; note: % is set by controls: 0 for no effect and ±100 for the full control effect; mostly tested at two doses, the higher about 12 µM
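Cells plated overnight at 1500 cells/well, then exposed to library compounds with dopamine controls for 90 minutes at 37 degrees C. DiscoveRx reagent added for 30–60 minutes at room temperature; luminescence read, quantitative HTS format.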
Active calls of the source: *; u = inconclusive; x = no result given; [ ] = another dose, or the depositor's remark. Unless noted, calls come from the whole dose curve; as a rule, active = well fitted curve in the direction sought with a large enough effect; inconclusive = small, poorly fitted or top-dose-only effect, or another doubt; inactive = no such curve, though single readings can be large; an effect the other way counts as inactive or inconclusive. Compounds as they come (roughly 7.8% active in at least one column).

nr | Structure | DRD3 agonist | GLP1R inv ag | IL2 activator | PLK1 PBD inh | PI5P4Ka inh | GLP1R ag | GLP1R cytotox | WRN inhibitor | D3 antag
1 | CCNC(=O)C1CC(=O)N(CCCc2ccccc2)C(=Nc2ccccc2)S1 (stereo not drawn) | -3 | u | 0.4 | -10% | 6 | 7% | 1% | 6% | -9
2 | CCN1C(=O)/C(=C/N(C)C)c2ccccc21 | 0 | 7% | 1.0 | -5% | x | 2% | 16% | -5% | u
3 | C=C(C(=O)c1ccccc1)C(c1ccccc1)C(C)C(=O)c1ccccc1 (stereo not drawn) | -4 | u | -0.3 | -3% | 12 | 2% | u | -14% | -20
4 | CC(O)CC(C)O (stereo not drawn) | 6 | 1% | -0.2 | -13% | 20 | 8% | -2% | 2% | 1
5 | Cc1ccc(C(=O)NCc2ccc3c(c2)CCO3)cc1C | 0 | u | 1.0 | -3% | 0 | 22% | 7% | 8% | 25
6 | Cc1cccc(NC(=O)c2cc3n(n2)C(C(F)(F)F)CC(c2ccc4c(c2)OCO4)N3)c1 (stereo not drawn) | -6 | u | 3.0 | -10% | x | -13% | 5% | -16% | -26
7 | Cc1ccc(OCC(=O)Oc2ccc(C)c(C)c2)cc1 | 6 | -3% | -0.3 | -6% | 19 | 14% | 12% | -30% | -21
8 | Cc1c(Cl)c(=O)n2c(=O)c(Cl)c(C)n12 | 1 | -9% | -2.4 | -27% | 0 | 5% | -1% | 6% | 4
9 | CCc1nc2c(OCc3ccc(F)c(F)c3)cccn2c1N(C)C(=O)c1ccc(OC)cc1 | -3 | -21% | 0.6 | -13% | 1 | -2% | 3% | -9% | -19
10 | COc1cc(NC(=O)CN2C(=O)NC3(CCOc4ccccc43)C2=O)cc(OC)c1 (stereo not drawn) | 1 | -24% | 1.4 | 0% | 5 | 7% | -5% | 2% | -6
11 | Cc1cccc(-n2c(Cc3ccccc3)n[nH]c2=S)c1 | -3 | -19% | -0.7 | 3% | -2 | 5% | -19% | 4% | 4
12 | CCOC(=O)/C=C/C(=O)Nc1ccc(S(=O)(=O)Nc2nccs2)cc1 | 2 | 10% | -0.7 | -4% | -3 | -1% | -2% | -8%[11.6 µM] | u
13 | Cc1ccc(NC(=O)Cn2c(=O)n(Cc3ccco3)c(=O)c3sc4ccccc4c32)c(C)c1 | 0 | 8% | x | x | x | 0% | 2% | x | x
14 | CN(CC(=O)Nc1ccccc1Cl)CC(=O)Nc1c(F)cccc1F | 6 | -8% | -6.1 | -12% | 2 | 2% | -8% | -1% | u
15 | O=C1c2ccccc2C(=O)N1OCc1ccccc1 | -4 | -1% | 6.9 | 2% | x | -10% | -2% | -9% | -6
16 | Cc1cc2c(cc1C)C(=O)C(=O)N2 | -9 | 3% | 1.3 | -9% | 0 | 1% | 7% | -15% | u
17 | CN(Cc1nc(-c2ccc3c(c2)OCO3)no1)CC1(N2CCOCC2)CCCCC1 | -3 | u | 1.0 | -4% | 5 | 13% | 6% | 8% | -4
18 | CCn1cc(C2=NC(c3ccccc3)CO2)c2ccccc21 (stereo not drawn) | -10 | u | -1.9 | -9% | 12 | 12% | -22% | -8% | -11
19 | CC(C)(CN1CCCCC1)NS(=O)(=O)c1ccc(Cl)cc1 | -3 | -48% | 0.3 | -8% | -3 | 1% | -4% | 6% | u
20 | O=C(COc1ccc(C(=S)N2CCCC2)cc1)Nc1ccccc1C(F)(F)F | 1 | u | -0.6 | u | 3 | 1% | -26% | -5% | -8
21 | CC1(Cc2cccc(C#N)c2)C(=O)Nc2c(Cl)cccc21 (stereo not drawn) | 48* | 20% | 0.8 | -8% | -1 | 19% | -3% | -3%[57.1 µM] | -12
22 | CCOC(=O)c1[nH]c(C)c(C(=O)NC)c1C | 2 | 2% | -2.0 | -5% | 4 | -6% | -2% | 1% | 13
23 | CC(C)[C@H](NS(=O)(=O)c1cccc(Cl)c1)C(=O)OCC(=O)NC(=O)CN1CCCC1=O | 0 | 2% | 0.0 | -19% | -6 | 4% | -13% | -9% | 3
24 | COc1cc(OC)c(N2CC34C=CC(O3)C(C(=O)O)C4C2=O)cc1Cl (stereo not drawn) | 2 | 7% | 1.3 | -2% | 0 | -13% | 2% | -1% | 11
25 | CC1CCCCN1CCNC(=O)c1ccc2c(c1)N(Cc1ccccc1)C(=O)c1ccccc1S2(=O)=O (stereo not drawn) | -14 | u | -3.1 | 0% | 0 | -8% | -23% | 1% | -18
26 | Cc1ccc(NC(=O)C2CC(=O)N(C(C)C)C2)cc1C (stereo not drawn) | -5 | 0% | 0.5 | 4% | 6 | 0% | 8% | -6% | -8
27 | COCC(N)(c1ccccc1)c1nc2ccccc2n1C (stereo not drawn) | 1 | 6% | 0.2 | 2% | x | -1% | 3% | -4% | -89*
28 | CCCNC(=O)C1(CC2CC(c3ccccc3)=NO2)CCN(C(=O)c2ccccc2)CC1 (stereo not drawn) | 7 | 3% | 4.1 | -6% | 8 | -2% | -20% | 8% | -22
29 | Cc1ccc(C)c(NC(=O)CSc2nncn2C)c1 | -3 | 12% | -1.9 | -21% | 5 | -8% | 5% | -3% | -19
30 | O=C(NCc1cccnc1)C(=O)NCC1OCCCN1S(=O)(=O)c1ccc(Cl)cc1 (stereo not drawn) | -2 | 1% | 11 | -12% | 0 | 5% | 4% | 7% | -29

Along the list, as entered above.
Nos. 21 to 28 in IL2 activator: 0.8, -2.0, 0.0, 1.3, -3.1, 0.5, 0.2, 4.1

Full records as entered above. Values in the order: DRD3 agonist | GLP1R inv ag | IL2 activator | PLK1 PBD inh | PI5P4Ka inh | GLP1R ag | GLP1R cytotox | WRN inhibitor | D3 antag
Listed for Cc1ccc(NC(=O)C2CC(=O)N(C(C)C)C2)cc1C (stereo not drawn) : -5 | 0% | 0.5 | 4% | 6 | 0% | 8% | -6% | -8
Listed for CCCNC(=O)C1(CC2CC(c3ccccc3)=NO2)CCN(C(=O)c2ccccc2)CC1 (stereo not drawn) : 7 | 3% | 4.1 | -6% | 8 | -2% | -20% | 8% | -22

Carrying on:
nr | Structure | DRD3 agonist | GLP1R inv ag | IL2 activator | PLK1 PBD inh | PI5P4Ka inh | GLP1R ag | GLP1R cytotox | WRN inhibitor | D3 antag
31 | CC(=O)N1CCc2cc(S(=O)(=O)Nc3ccccc3N3CCN(C)CC3)ccc21 | -1 | 5% | 0.3 | -1% | 11 | -3% | 0% | -3% | 11
32 | CCn1c(=O)c2cc(C(=O)N(C)c3cc(Cl)c(OC)cc3OC)sc2c2ccccc21 | -11 | 11% | x | x | x | 1% | 3% | x | x
33 | O=C(Nc1cccc(S(=O)(=O)NC2=NCCC2)c1)c1ccccc1F | 1 | 7% | 1.5 | -12% | 3 | 8% | 21% | 5% | 7
34 | O=C(CCn1c(=S)oc2ccccc21)Nc1cc([N+](=O)[O-])ccc1F | 2 | 2% | -0.2 | -11% | 5 | 1% | 1% | 0% | -1
35 | CCCCN(C(=O)CSc1nnnn1-c1ccccc1OC)C1CCS(=O)(=O)C1 (stereo not drawn) | 3 | -6% | -4.0 | -7% | 8 | 3% | -2% | 3% | 3
36 | C[C@H](CO)N1C[C@H](C)[C@H](CN(C)C(=O)c2ccccc2)Oc2cc(Br)ccc2S1(=O)=O | 5 | 2% | 0.1 | -3% | 5 | 1% | 0% | -7% | 11
37 | Cc1cc2cc(CCNC(=O)CCc3ccccc3)c(=O)[nH]c2cc1C | 0 | -3% | -3.7 | 3% | 1 | -2% | 4% | -4% | -25
38 | COc1ccc(-c2cc(C(F)(F)F)nc(SCCC(=O)Nc3ccc(OC)c(OC)c3)n2)cc1 | -8 | -8% | x | x | x | 2% | -1% | x | x
39 | COCCCN(Cc1cc(OC)c(OC)c(OC)c1)C(=S)Nc1cccc(Cl)c1 | 3 | u | -3.8 | -2% | 15 | 7% | -16% | 2% | 31
40 | CCCN(CC(=O)Nc1ccc(OC)c(OC)c1)CC(=O)Nc1ccc(F)c(F)c1F | -7 | 12%[0.307 µM] | -0.5 | -15% | 4 | 12% | 3%[0.307 µM] | -4% | 1
41 | CC1CCN(S(=O)(=O)c2cc(C(=O)NC3(C)CCS(=O)(=O)C3)ccc2Br)CC1 (stereo not drawn) | -2 | 19% | 1.4 | 1% | -23 | -1% | 5% | -3% | 0
42 | Cc1ccc(-n2cnc(=O)c3cccnc32)cc1 | 3 | 0% | -1.3 | -2% | x | -3% | -17% | 2% | 17
43 | CC(=O)c1ccc(OC2(C)CCN(Cc3ccc(OC(F)(F)F)cc3)C2)cc1 (stereo not drawn) | -13 | -6% | -0.2 | -3% | 3 | 13% | 8% | 1% | -12
44 | CC1(C(=O)Nc2cccc(OC(F)(F)F)c2)Cc2c(-c3cccc(C(F)(F)F)c3)ccnc2O1 (stereo not drawn) | -5 | u | 0.0 | 4% | 19 | 7% | 1% | -5%[57.1 µM] | -18
45 | COCc1ccc(C(=O)NC(C)c2cnn(-c3ccccc3C)c2C)o1 (stereo not drawn) | 5 | -15% | 1.0 | -12% | -2 | 15% | -25% | 9% | -15
46 | COCCN(CC(=O)Nc1ccccc1C(F)(F)F)C(=O)/C=C/c1ccc2ccccc2n1 | 1 | -4% | -0.5 | 0% | -2 | -2% | -35% | -1% | 21
47 | O=C(c1ccc(NS(=O)(=O)c2ccc3[nH]c(=O)[nH]c3c2)cc1)N1CCCCC1 | -3 | 15% | 0.7 | -6% | 0 | 5% | -5% | -10% | u
48 | CCCCn1c(N)c(N(CCOC)C(=O)COC(=O)CCOc2ccc(C)cc2)c(=O)[nH]c1=O | 1 | 13% | 0.1 | -2% | 6 | -2% | 3% | -4% | -19
49 | CCCCN(C)C(=O)c1cc2c(s1)-c1ccccc1S(=O)(=O)C2 | 0 | u | -3.8 | -5% | 4 | 24% | -6% | -6% | 0
